ERK EGF inh: qHTS Assay for Inhibitors of the ERK Signaling Pathway using a Homogeneous Screening Assay; Stimulation with EGF; HEK293-V1b, EGF-stimulated phospho-ERK AlphaScreen; Potency, µM (highest dose often 11.5 µM), for inactives: at the highest dose activity change, negative = inhibition, usual class: inhibitors; 130,000 compounds, 0.41% hits; active means well fitted inhibition curve with a large enough effect; inconclusive means small, poorly fitted or top-dose-only effect, or effect the other way;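 further: plate controls were stimulated vehicle wells for no effect and unstimulated vehicle basal for full effect; nearly all actives have a fitted effect of over 55% in size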
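In this qHTS, HEK293 cells with stable type-1 vasopressin (V1b) receptor were exposed to compound at 37C for 30 min, stimulated 5 min with EGF at 25 nM, lysed, and probed for phospho-ERK by AlphaScreen.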
* hit, by the source's call; ? = inconclusive; [ ] = dose if it differs, or a comment. Potency means the concentration at half of the fitted maximal effect.

SMILES	ERK EGF inh
COc1ccc(Cl)cc1NC(=S)N(CCCN1CCOCC1)Cc1cn(C)c2ccccc12	1%
NC(=S)N=Nc1c(O)n(Cc2ccccc2)c2ccccc12	2%
O=C(CCCn1c(=O)c2sccc2n(CC(=O)NCC2CCCO2)c1=O)NCc1ccco1 (stereo not given)	8%
O=C(Nc1nc2ccc(F)cc2s1)c1cccc(S(=O)(=O)N2CCc3ccccc32)c1	2%
COc1ccccc1NS(=O)(=O)c1cc(N2Cc3ccccc3C2=N)ccc1N1CCOCC1	9%
CC(C)CSc1ccc(S(=O)(=O)NCC(=O)O)cc1[N+](=O)[O-]	-8%
CSc1nnc(C)c(/C=C/Nc2ccc(F)cc2F)n1	-10%
CCOc1ccc(C(=O)NC(=S)Nc2cccc(S(=O)(=O)NC3=NCCC3)c2)cc1	7%
O=C(NNS(=O)(=O)c1ccccc1[N+](=O)[O-])c1cccnc1	-1%[57.5 µM]
CCCCNC(=O)N1CCN(C(=O)c2ccco2)CC1	-3%
CC12CCC(C/C1=N\N=C1\NC(=O)/C(=C\c3cccc(Br)c3)S1)C2(C)C (stereo not given)	-7%
O=C(CNc1ccc2ccccc2c1)N/N=C/c1ccc([N+](=O)[O-])o1	6%

Going on with the list:
SMILES	ERK EGF inh
S=C1NC[C@H](CC2CCCCC2)N1CCc1cccc2ccccc12	6%[57.5 µM]
Cc1ccc(NC(=O)C2C3CCCC2C3c2ccccc2)c(C)c1 (stereo not given)	4%
Cc1nn(-c2ccc(F)cc2)c2sc(C(=O)O)cc12	5%
Cc1ccc(N=C2NC(=O)CC(C(=O)Nc3ccc4c(c3)OCO4)S2)cc1 (stereo not given)	5%
CCN(CC(=O)Nc1ccc(NC(C)=O)cc1)C(=O)/C=C/c1cccs1	8%
COc1ccc(NC(=O)CSCc2ccccc2C)cc1	-13%
CCOc1ccc(CCNC(=O)C2=C(C)C(=O)OC23CCCCC3)cc1OCC	11%
CC(Sc1nnc(NCc2ccccc2)s1)C(=O)Nc1ccc2c(c1)C(=O)c1ccccc1C2=O (stereo not given)	-7%
COc1cc(C2C3=C(CC(C)(C)CC3=O)NC3=C2C(=O)c2ccccc23)ccc1O (stereo not given)	5%
CN(/N=C/c1ccco1)C1=NS(=O)(=O)c2ccccc21	4%
C=C(CC)C(=O)c1ccc(OCC(=O)O)c(Cl)c1Cl	7%
COc1cc(OC)cc(C(=O)NCc2ccc3c(c2)cc(C)n3C)c1	-3%

(cont.)
SMILES	ERK EGF inh
CN(CCNC(=O)CN1C(=O)CSc2ccc(S(=O)(=O)N3CCCC3)cc21)Cc1ccccc1	3%
Cc1ccc(C)c(NC(CC(=O)c2ccccc2)C(=O)OCC(=O)c2cccs2)c1 (stereo not given)	0%
COc1ccc(/C=C/C(=O)NC(=S)NNC(=O)c2cc(OC)c(OC)c(OC)c2)cc1	11%[57.5 µM]
CCOC(=O)c1csc(NNC=O)n1	11%
C/C=C(/C)C(=O)O[C@@H]1[C@H](OC(C)=O)c2c(ccc3ccc(=O)oc23)OC1(C)C	-5%
COc1nccc(C(F)(F)F)c1C(=O)NC(=O)Nc1c(C)cccc1C	-4%[57.5 µM]
COC(=O)CC1C(=O)NCCN1C(=S)NC(=O)C(c1ccccc1)c1ccccc1 (stereo not given)	-4%
O=c1[nH]cnc2sc3c(c12)CCCCC3	-10%
CC(C)N1C(=O)CCC1C(=O)N1CCN(c2ccc(F)cc2)CC1 (stereo not given)	-5%[57.5 µM]
O=C(Nc1ccc(NC(=O)c2ccco2)nc1)c1cccnc1	-4%
Cn1c(=O)c2cnc(-c3ccc(C(F)(F)F)cc3)nc2n(C)c1=O	-18%[57.5 µM]
O=C(Cn1nnc2ccccc21)c1ccc(Cl)cc1	-5%[57.5 µM]

Continuation:
SMILES	ERK EGF inh
Cc1ccc(C(=O)c2cc([N+](=O)[O-])ccc2N2CC(C)OC(C)C2)cc1 (stereo not given)	0%
O=C(CCSc1ccccc1)NCCSCc1ccccc1	3%
Cc1ccc(NC(=O)CN(C)C(=O)c2ccc(S(=O)(=O)N(C)c3ccccc3)cc2)cc1	-2%
CCCCNS(=O)(=O)c1ccc(NC(=O)C2CCCO2)cc1 (stereo not given)	10%
COC(=O)C1=C(C(=O)OC)N2C=CC=CC2(C)C(C(=O)OC)=C1C(=O)OC (stereo not given)	14%
COc1ccc(N2CCN(C(=O)Nc3ccccc3C)CC2)cc1	-7%
CC(C)(C)c1ccc(CN2C3=NCCCN3c3ccccc32)cc1	10%
O=C(Nc1ccc2c(c1)OCO2)c1cc(-c2cccnc2)nc2ccccc12	?
COc1ccnc(CSC(N)=Nc2ccccc2C(F)(F)F)c1	4%
CCOC(=O)C1(Cc2ccccc2)CCN(Cc2cccn2-c2nccs2)CC1	-17%
Cc1ccc(N=C2NC(=O)/C(=C/c3cn(C)c4ccccc34)S2)cc1C	3%
Cc1sc2ncnc(NC3CCN(Cc4ccccc4)CC3)c2c1C	?

Looked up above:
Value for CC(C)(C)c1ccc(CN2C3=NCCCN3c3ccccc32)cc1 under ERK EGF inh: 10%
Value for COc1ccnc(CSC(N)=Nc2ccccc2C(F)(F)F)c1 under ERK EGF inh: 4%
Value for Cc1ccc(NC(=O)CN(C)C(=O)c2ccc(S(=O)(=O)N(C)c3ccccc3)cc2)cc1 under ERK EGF inh: -2%
Value for CCCCNS(=O)(=O)c1ccc(NC(=O)C2CCCO2)cc1 (stereo not given) under ERK EGF inh: 10%

The listing continues.
SMILES	ERK EGF inh
CNC(=S)N/N=C/c1ccc2c(c1)OCCO2	5%
COc1ccc(/C=C/C(=O)Nc2ccc(OC)cc2[N+](=O)[O-])cc1	-4%
CN(C)CCn1c2ccccc2c2nc3ccc([N+](=O)[O-])cc3cc21	-6%[57.5 µM]
O=C(O)c1cc(Br)ccc1NN=C1CCCCC1	-3%
Cc1cnc(CNc2cc(-c3ccoc3)ncn2)cn1	25%
O=c1[nH]c(SCCN2CCOCC2)nc(O)c1-c1ccccc1	10%[57.5 µM]
O=C(Cn1nnc2ccccc21)OCC(=O)c1ccc(Cl)c(Cl)c1	6%
CCN1CCN(C(=O)c2oc(=O)c3ccccc3c2-c2ccc(C)cc2)CC1	5%
O=C(O)c1cc(N/N=C2/CC(c3ccccc3)Oc3ccccc32)ccc1Cl (stereo not given)	5%
CCn1ncc(Br)c1C(=O)Nc1ccc2c(c1)OCCO2	-5%
O=C(Nc1cc(C(F)(F)F)ccc1-n1cnc2ccccc21)c1ccccc1	3%
CCN(CC(O)CON=C1c2ccccc2-c2ccccc21)S(=O)(=O)c1ccc(C)cc1 (stereo not given)	-1%

Other records follow:
SMILES	ERK EGF inh
COc1ccccc1N1CCN(C2CC(=O)N(C)C2=O)CC1 (stereo not given)	-7%
CCc1cccc(NC(=S)N(CCN(C)C)C(C)c2ccncc2)c1 (stereo not given)	3%[57.5 µM]
CC(C)NC(=O)c1ccccc1NC(=O)Cc1ccc([N+](=O)[O-])cc1	-12%
Cc1ccc2nc(/C(C#N)=C\c3ccc(Oc4ccc(C(F)(F)F)cc4[N+](=O)[O-])cc3)[nH]c2c1	-6%
COc1ccc(/C=N/Nc2nonc2N)c(OC)c1	4%
COc1cc(NC(=O)c2ccc([N+](=O)[O-])cc2)c(OC)cc1NC(=O)CC(C)C	-5%
CCCN(CCC)C(=O)CSc1nc2c(sc(=S)n2-c2ccc(OCC)cc2)c(=O)[nH]1	4%
O=C(Oc1ccccc1)N(c1ccccc1)c1ccccc1	5%[57.5 µM]
O=C(Nc1nc2cc3c(cc2s1)OCO3)c1ccco1	0%[57.5 µM]
CCCCC(CCC(=O)Nc1cc([N+](=O)[O-])ccc1O)C(=O)O (stereo not given)	-11%
Cc1ccc(NC(=O)C2C(=O)N(CCO)C3(C)CC2c2ccccc2O3)cc1 (stereo not given)	7%
CC(OC(=O)c1ccccc1)C(=O)NCCC1=CCCCC1 (stereo not given)	4%

Quoted from the results shown for reference:
SMILES	ERK EGF inh
COc1cc(NC(=O)c2ccc([N+](=O)[O-])cc2)c(OC)cc1NC(=O)CC(C)C	-5%
CCCN(CCC)C(=O)CSc1nc2c(sc(=S)n2-c2ccc(OCC)cc2)c(=O)[nH]1	4%
O=C(Oc1ccccc1)N(c1ccccc1)c1ccccc1	5%[57.5 µM]
O=C(Nc1nc2cc3c(cc2s1)OCO3)c1ccco1	0%[57.5 µM]
CCCCC(CCC(=O)Nc1cc([N+](=O)[O-])ccc1O)C(=O)O (stereo not given)	-11%
Cc1ccc(NC(=O)C2C(=O)N(CCO)C3(C)CC2c2ccccc2O3)cc1 (stereo not given)	7%
CC(OC(=O)c1ccccc1)C(=O)NCCC1=CCCCC1 (stereo not given)	4%

More compounds:
SMILES	ERK EGF inh
CCSc1nnc(NC(=O)Cn2cnc3ccccc3c2=O)s1	-5%[57.5 µM]
CC(C)c1ccc(CN(C(=O)/C=C/c2ccco2)C2CCS(=O)(=O)C2)cc1 (stereo not given)	7%[57.5 µM]
CC#CCOC(=O)c1c(C)nc2sc3c(c2c1N)CCC(O)C3 (stereo not given)	5%
CC(=O)Nc1ccc(C(=O)OCc2ccc(Br)cc2)cc1	-1%
Cc1occc1-c1n[nH]c(=S)n1C	-9%
O=S(=O)(Nc1ccc(Cl)cn1)c1ccccc1	-8%
COC(=O)c1ccccc1NC(=O)NCc1ccncc1	4%
COc1ccc(OCCSc2nc(C)c(Cc3ccccc3)c(=O)[nH]2)cc1	5%
Nc1nonc1OCCN1CCN(c2ccc([N+](=O)[O-])c3cccnc23)CC1	-7%[57.5 µM]
CCN(CC)c1ccc([C@H]2[C@@H]3CCCC[C@]3(O)CCN2CC(=O)NCc2ccco2)cc1	?
O=C(CCCn1c(=O)[nH]c2ccsc2c1=O)N1CCN(Cc2ccc3c(c2)OCO3)CC1	6%
O=C(Nc1cc(=O)[nH]c2ncnn12)c1ccco1	-10%[57.5 µM]

Following part:
SMILES	ERK EGF inh
COc1ccc([N+](=O)[O-])cc1CSc1nnc(NC(C)=O)s1	2%
Cc1nnc(N(C)C(=O)c2cnccn2)s1	3%
COCCN(CCOC)S(=O)(=O)c1ccc(/C(O)=C(\C#N)c2nc3ccccc3[nH]2)cc1	1%
Cc1ccc(NCC(=O)N/N=C/c2ccncc2)cc1	7%
Cc1ccc(NC(=O)C2CCCN2S(=O)(=O)c2cccc3cccnc23)cc1F (stereo not given)	3%
CC(=O)Nc1ccccc1C(=O)C(=O)NCCc1ccccc1	0%[57.5 µM]
Cc1ccc(-c2noc(-c3cc(C(C)(C)C)nn3Cc3ccccc3)n2)cc1	-7%[57.5 µM]
CCC(=O)Nc1sc(C(=O)Nc2ccccc2OC)c(C)c1C(=O)OC	0%
CC(C)(C)NC(=O)C1CCN(c2ccc(S(=O)(=O)N3CCOCC3)cc2Cl)CC1	2%
CC1(C)CCC[C@]2(C)C3CC(=O)O[C@@]3(C)CC[C@H]12 (stereo not given in full)	1%
COc1ccc(NS(=O)(=O)c2ccc(NC(=S)NC(=O)/C=C/c3ccccc3)cc2)nn1	7%
CC(C)(C)NC(=O)C(=O)NCCC1=CCCCC1	4%

More structures follow.
SMILES	ERK EGF inh
COCC(=O)N1CCCC(CNS(=O)(=O)c2ccc(OC)cc2)C1 (stereo not given)	-9%
CC(C)C(=O)Nc1nc2c(c(=O)[nH]1)CCCC2	3%
Cc1cccc(C)c1NC(=S)N(CCCN1CCOCC1)Cc1cccnc1	1%
CC(C)C(=O)Nc1ccc(NC(=O)c2ccc([N+](=O)[O-])cc2Cl)cc1	-2%
Cn1nccc1NC(=O)CC(CC(=O)O)c1ccccc1 (stereo not given)	-5%[57.5 µM]
O=C(Cc1c(Cl)cccc1Cl)OCC(=O)N1CCc2ccccc2C1	-10%
CC(=O)c1cnc2c(-c3ccccc3)c(C(F)(F)F)nn2c1C	-1%
O=C1/C(=C/c2cccs2)SC(=S)N1N1CCOCC1	?
CC(C)(C)OC(=O)N/N=C\c1ccc([N+](=O)[O-])s1	10%
COc1cc(OC)c([N+](=O)[O-])cc1/C=N/NC(=O)c1ccncc1	0%
O=C(NCc1ccccn1)c1nc(-c2cccs2)no1	3%
COc1cc(CN2CCN(Cc3ccc(C)cc3)C(CCO)C2)ccc1O (stereo not given)	-5%

More records follow:
SMILES	ERK EGF inh
C/C(=C\c1ccccc1)CN1CCN(Cc2ccc(C)o2)C(CCO)C1 (stereo not given)	-4%
COc1ccc(CCN(C)C(=O)/C=C/c2c(Cl)nc3ccccn23)cc1OC	-2%
NC(=O)c1ccsc1NC(=O)COC(=O)C1CC2CCCC(C1)C2=O (stereo not given)	-1%[57.5 µM]
O=C(COC(=O)c1cccc2ccccc12)NCCCc1ccccc1	-2%
COc1ccc(/C=N/NC(=O)C2COc3ccccc3O2)cc1OC (stereo not given)	-1%
Cc1c(Cl)cccc1NC(=O)C1CCCCC1	-7%
CCc1ccc(C(=O)/C=C/Nc2ccc(S(=O)(=O)Nc3cnc4ccccc4n3)cc2)cc1	-8%[57.5 µM]
O=C(NN1CCOCC1)c1sc2cccc(F)c2c1Cl	2%
COc1ccc2c(-c3ccccc3)cc(SCC(=O)NC3CCS(=O)(=O)C3)nc2c1 (stereo not given)	-7%
Clc1ccc(-c2noc(CN3CCOCC3)n2)cc1	4%[57.5 µM]
CCOC(=O)C1=C(C)NC(C)=C(C(=O)OC)[C@H]1c1cccc([N+](=O)[O-])c1	-6%
Cc1ccc(-n2cc3ccc([N+](=O)[O-])cc3n2)cc1	5%
O=C1CN(S(=O)(=O)c2ccccc2C(F)(F)F)CCN1	-3%
COc1ccc(N)c2c1OCCC2=O	0%
Cc1nnc(SCC(=O)NC2CCCCC2C)s1 (stereo not given)	-6%

Some of these compounds in order of heavy-atom count, largest number first:
SMILES	ERK EGF inh
O=C(Nc1ccc2c(c1)OCO2)c1cc(-c2cccnc2)nc2ccccc12	?
CC(C)N1C(=O)CCC1C(=O)N1CCN(c2ccc(F)cc2)CC1 (stereo not given)	-5%[57.5 µM]
COc1ccnc(CSC(N)=Nc2ccccc2C(F)(F)F)c1	4%

Not all compounds are listed (hit frequency here may not be typical).
